# LMPTP block: blocks human LMPTP phosphatase; P24666; recombinant LMPTP-A, OMFP fluorogenic substrate, fluorescence intensity; inhibition, % at 20 µM; 360,000 compounds, 0.22% hits; AID 651560;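 active = compounds that cut the enzyme signal by at least half of the control window in the single-dose screen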;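 note: plate controls were DMSO wells with enzyme plus substrate for no effect and substrate without enzyme for full effect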
# Target sequence (P24666 whole entry, looked up): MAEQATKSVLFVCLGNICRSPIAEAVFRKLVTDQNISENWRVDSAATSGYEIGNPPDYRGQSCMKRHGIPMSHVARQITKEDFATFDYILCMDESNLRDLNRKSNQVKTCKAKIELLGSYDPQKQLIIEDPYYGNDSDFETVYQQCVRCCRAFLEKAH
#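 Assay system: LMPTP-A phosphatase enzyme | Input: 0.625 nM enzyme | Also added: Fluorogenic phosphatase substrate OMFP at 400 µM final | Compound dosing: One test concentration per compound, 20 µM, with 3% DMSO overall | Schedule: 50 min enzyme reaction at room temperature, protected from light | Signal: Fluorescence intensity | Benchmarks: no-enzyme and uninhibited controls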
# MsrA inh: inhibitors of bovine MsrA | inhibition, % at 15.5 µM | 360,000 compounds, 0.75% hits | AID 651718 | purified bovine MsrA, absorbance read-out; in the data active = inhibition above about 4.5%;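 note: 0% = vehicle wells with enzyme and 100% = reference inhibitor wells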
# DNMT1 inh: inhibitors of human DNMT1; P26358; inhibition (reported as % activation of signal), % at 10 µM; 360,000 compounds, 0.83% hits; AID 588458; DNMT1 molecular beacon, Hinp1I cleavage, fluorescence; in the data active = inhibition above about 50%
# E coli Lon inh: E. coli protease La inhibition | purified E. coli Lon protease, fluorescence polarization | P0A9M0 | 360,000 compounds, 0.42% hits | inhibition, % at 7.94 µM; in the data active = inhibition above about 13%, passing the limit was not always enough;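 note: 0% = enzyme with probe and DMSO and 100% = no enzyme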
# bovine MsrA act: activators of bovine methionine sulfoxide reductase A; purified bovine MsrA, absorbance read-out; activation, % at 10.6 µM; 360,000 compounds, 0.3% hits; AID 602163; in the data active = activation above about 7.5%;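 note: 0% = vehicle and 100% = reference activator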
# CendR NRP1 mod: modulators of CendR peptide binding to human neuropilin-1; O14786; FAM-RPARPAR peptide binding to NRP-1, fluorescence polarization; inhibition, % at 25 µM; 360,000 compounds, 0.85% hits; AID 602438;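 active = inhibition or corrected inhibition above about 18%, plus a signal ratio from 0.5 to 1.5, limit read from the data, passing the limit was not always enough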; note: strong numbers were not always called active
# Target sequence (O14786 whole entry, looked up): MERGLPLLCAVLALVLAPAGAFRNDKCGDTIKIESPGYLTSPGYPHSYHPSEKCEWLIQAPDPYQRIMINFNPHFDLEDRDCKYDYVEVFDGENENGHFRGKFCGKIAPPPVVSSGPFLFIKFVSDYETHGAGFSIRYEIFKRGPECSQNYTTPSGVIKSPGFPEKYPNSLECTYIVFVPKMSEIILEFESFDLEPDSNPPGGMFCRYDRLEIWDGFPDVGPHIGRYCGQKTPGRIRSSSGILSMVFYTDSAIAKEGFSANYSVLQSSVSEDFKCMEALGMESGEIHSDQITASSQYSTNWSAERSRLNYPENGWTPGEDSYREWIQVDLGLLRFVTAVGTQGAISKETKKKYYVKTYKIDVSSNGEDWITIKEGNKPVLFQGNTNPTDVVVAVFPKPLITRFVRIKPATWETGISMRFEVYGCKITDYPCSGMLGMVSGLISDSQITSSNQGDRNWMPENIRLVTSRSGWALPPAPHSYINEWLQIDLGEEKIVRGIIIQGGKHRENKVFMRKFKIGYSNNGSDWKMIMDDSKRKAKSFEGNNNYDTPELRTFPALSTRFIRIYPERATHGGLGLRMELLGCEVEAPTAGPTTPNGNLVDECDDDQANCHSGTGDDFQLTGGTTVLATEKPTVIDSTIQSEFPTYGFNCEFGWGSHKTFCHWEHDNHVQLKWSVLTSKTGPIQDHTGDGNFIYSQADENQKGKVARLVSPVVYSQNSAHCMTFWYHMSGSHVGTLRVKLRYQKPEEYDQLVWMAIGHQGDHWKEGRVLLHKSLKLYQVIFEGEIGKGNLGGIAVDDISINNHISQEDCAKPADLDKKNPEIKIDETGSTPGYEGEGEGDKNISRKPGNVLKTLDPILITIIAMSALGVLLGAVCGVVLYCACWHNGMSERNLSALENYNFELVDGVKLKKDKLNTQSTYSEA
# STEP block: blocks human striatal-enriched tyrosine phosphatase. AID 588621. P54829. recombinant STEP, OMFP fluorogenic substrate, fluorescence. inhibition, % at 20 µM. 360,000 compounds, 0.25% hits;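 active = inhibition at 20 µM, scaled per plate between control wells, above about 37%, limit read from the data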;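 note: 0% = DMSO with enzyme and substrate and 100% = substrate only without enzyme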
#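 Also added – OMFP at 25 µM · Test system – STEP tyrosine phosphatase · Technique – FITC-channel fluorescence of OMFP product · Schedule – 20 min at room temperature, dark · Evaluation – control-normalized % inhibition with plate pattern correction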
# Scp-1 inhibitor: inhibitors of human Scp-1 phosphatase. Recombinant Scp1, phosphopeptide, malachite green phosphate absorbance. inhibition, % at 20 µM. 340,000 compounds, 0.88% hits;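 active = inhibition above about 50% at 20 µM, limit read from the data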;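 note: plate controls were DMSO wells with enzyme for no effect and wells lacking enzyme for full effect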
#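 System: SCP-1 catalytic domain; Reagent: Phospho 17-mer peptide substrate; Doses: one concentration, 20 µM, with 1.0% DMSO; Incubation: 45 min room-temperature reaction, 5 min colour, 30 min stabiliser; Signal: Phosphate-binding colour reagent, absorbance read at 630 nm.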
# SUMO1 PPI mod: modulators of human SUMO1-mediated protein-protein interactions. P63165. SUMO1 binding to a labelled peptide, TR-FRET, 1 h. inhibition, % at 20 µM. 360,000 compounds, 0.33% hits; in the data active = inhibition above about 37%
# TbMetRS inhib: Trypanosoma brucei MetRS inhibition | purified T. brucei MetRS, ATP depletion, Kinase-Glo luminescence | inhibition, % at 11.9 µM | 360,000 compounds, 0.4% hits;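 active = inhibition above a per-plate cutoff of the control wells' mean inhibition plus 3 SD, cut at about 5.5% in these data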;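 note: 0% = DMSO wells median and 100% = median of wells with control inhibitor compound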
#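 Material: T. brucei methionyl-tRNA synthetase, purified; reagent: substrates ATP, L-methionine and bulk Escherichia coli tRNA; dosing: 11.9 µM single point; timing: 15 min plus 2 h at 25 °C; detection: luminescence of leftover ATP; evaluation: % inhibition; control set: DMSO-only wells as low control; replicates: singlicate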
# * hit, by the source's call; · = no result given; & = joins results of further samples.
# Sample of the layout (3 entries):
no.	structure	LMPTP block	MsrA inh	DNMT1 inh	E coli Lon inh	bovine MsrA act	CendR NRP1 mod	STEP block	Scp-1 inhibitor	SUMO1 PPI mod	TbMetRS inhib
1	COc1cc(C2NC(=O)NC3=C2C(=O)OC3)cc(OC)c1OC (centres undefined)	-1.0	0.7	-1	5	-1	3	1	-7	-1	1.3
2	COc1ccc2cc(S(=O)(=O)c3ccccc3)c(=O)oc2c1	-1.0	5.3*	0	4	-5	2	0	3	-27	-0.2
3	CCN(CC)CCCNC(=O)c1cc2c(Cl)nc3ccccc3c2s1	1.8	1.1	46	4	0	-4	0	-4	2	0.4

# All compounds of this part, repeating the preview:
no.	structure	LMPTP block	MsrA inh	DNMT1 inh	E coli Lon inh	bovine MsrA act	CendR NRP1 mod	STEP block	Scp-1 inhibitor	SUMO1 PPI mod	TbMetRS inhib
1	COc1cc(C2NC(=O)NC3=C2C(=O)OC3)cc(OC)c1OC (centres undefined)	-1.0	0.7	-1	5	-1	3	1	-7	-1	1.3
2	COc1ccc2cc(S(=O)(=O)c3ccccc3)c(=O)oc2c1	-1.0	5.3*	0	4	-5	2	0	3	-27	-0.2
3	CCN(CC)CCCNC(=O)c1cc2c(Cl)nc3ccccc3c2s1	1.8	1.1	46	4	0	-4	0	-4	2	0.4
4	CN(C)/C=N/c1nc2ncc(-c3ccc(Cl)cc3)c(/N=C/N(C)C)n2n1	1.3	5.2*	0	-4	-8	4	-2	-3	0	-1.1
5	CC(=O)NCC(=O)OCC(=O)c1ccc(Cl)cc1	0.4	0.7	2	-6	-6	-1	4	-4	4	-0.7
6	O=C(CCCC(=O)OCC(Cl)=C(Cl)Cl)Nc1cccc2ccccc12	2.0	-0.1	-27	-7	-1	4	0	-10	-8	-0.2
7	COc1ccc(CCC(=O)Nc2cccc(S(=O)(=O)N(C)C)c2)cc1OC	-1.2	0.0	3	4	-6	6	-3	46	0	-0.2
8	CC(C)(C)NCCOc1ccc(Br)cc1	-3.9	0.8	0	-6	-1	10	-1	-18	-1	0.6
9	O=C(NCCN1C(=O)C2C3C=CC(C3)C2C1=O)Nc1ccccn1 (centres undefined)	-1.1	0.1	2	2	-8	-5	0	3	3	0.0
10	COc1ccc(CCNC(=O)C(C)Sc2ccc(C)cc2)cc1OC (centres undefined)	-1.1	-0.9	2	-1	-5	-2	1	-8	-3	-0.3
11	O=C1CN(C(=O)COC(=O)c2ccc(Cl)c(S(=O)(=O)N3CCCCC3)c2)c2ccccc2N1	0.2	-0.2	-3	-3	-2	-1	-2	-9	-5	-0.4
12	COC(=O)c1cc2cc(NS(=O)(=O)c3ccc(C)cc3)ccc2s1	2.7	1.5	-8	-2	2	-4	-1	-10	-12	0.2
13	O=C(Nc1cc(Br)ccc1O)c1cc(-c2cccs2)on1	14	-0.7	41	4	-3	-14	4	-9	16	0.0
14	CCOc1ccccc1NC(=O)CSc1nc2cccnc2n1C	0.2	-0.5	3	12	0	13	1	25	0	-0.2
15	CCC(=O)NC(=S)Nc1ccc(NC(=O)c2ccc(C)c([N+](=O)[O-])c2)cc1	0.0	-0.8	-2	4	-4	-10	1	-12	-1	0.2
16	Cc1ccc(-c2ccc(=O)n(CCC(=O)N3CCN(Cc4ccccc4)CC3)n2)cc1	-1.3	0.2	0	-12	0	4	0	-3	-12	-0.2
17	C/C(COc1ccccc1)=N\NC(=O)c1nnn(-c2nonc2N)c1-c1ccc(C)cc1	-2.3	0.7	3	-15	-7	0	-3	·	0	0.2
18	CCn1ccc2c(OCC(=O)NCCc3ccc(OC)c(OC)c3)cccc2c1=O	-1.7	1.8	-3	-2	-4	-8	2	-5	4	0.1
19	Brc1ccc(N/N=C(/N=Nc2nn[nH]n2)c2ccccc2)cc1	4.4	1.6	-28	5	-2	42*	6	-11	-18	-0.6
20	O=C(Nc1ccnc(-c2ccncc2)n1)c1cccs1	-0.8	-0.7	0	5	0	10	-2	-5	0	-0.9
21	N#Cc1ccc(NC(=O)COC(=O)C2Cc3ccccc3CN2C(=O)c2ccccc2)cc1 (centres undefined)	-0.7	-0.7	1	-4	-3	7	0	3	0	0.0
22	O=C(CN1CCC(n2nnc3cc(F)ccc32)CC1)Nc1ccc2c(c1)CCC2	0.2	-0.3	-7	-4	-1	2	1	0	-4	-0.4
23	Cc1ccc(S(=O)(=O)N2CCN(C(=O)C(C)Cn3nc(C)c(C)c3C)CC2)cc1 (centres undefined)	-0.1	0.8	1	0	-2	1	-3	-5	3	0.3
24	CC1=C(C(=O)N(C(C)C)C(C)C)CC(CC(=O)NCc2cccs2)C(=O)N1CCCN1CCCC1=O (centres undefined)	-0.9	2.0	7	-5	-3	5	-3	·	-1	-0.9
25	O=C(Nc1ccc2c(c1)OCCO2)C(c1ccccc1F)n1c(=O)c(-c2ccco2)nc2ccccc21 (centres undefined)	2.6	0.4	·	·	·	-42	·	·	-9	-0.4
26	Cc1ccc(N2NC(=O)/C(=C/c3ccc(-c4ccc(Cl)c(C(=O)O)c4)o3)C2=O)cc1C	1.5	0.3	13	-10	-6	-65	8	22	-3	-0.3
27	CCOC(=O)c1[nH]c(C)c(C(=O)OCc2ccccc2F)c1C	1.0	0.4	3	-10	-3	0	-3	0	-3	0.0
28	CCOC(=O)c1[nH]nc2c1C(=O)N(CC)C2=O	-2.2	0.3	3	-1	-9	6	0	5	0	-1.8
29	O=C(NCCCN1CCOCC1)c1sc2cc(Cl)ccc2c1Cl	-0.9	0.1	1	3	-7	17	-3	3	3	-0.4
30	CC1(C)C(=O)OC(c2cccc([N+](=O)[O-])c2)C2(CCCCC2)C1=O (centres undefined)	-1.1	0.2	-1	-6	-3	-1	1	1	3	0.0
31	O=C(CSc1nc(=O)n2ccccc2n1)NCc1ccc(F)cc1	0.3	2.2	-1	-9	-4	-4	0	1	-5	-0.3
32	O=C(CSc1nnc(COc2ccccc2)o1)NCCc1ccccc1	-1.9	-0.6	-2	-8	-6	8	1	0	-1	-0.7
33	C/C=C(/C)C(=O)OC1CC(C)(C)C[C@H]2C3=CC[C@@H]4[C@@]5(C)CCC(O[C@@H]6O[C@@H](C(=O)O)[C@@H](O)C(O[C@@H]7OC[C@H](O)[C@@H](O)[C@@H]7O[C@@H]7OC(CO)C(O)[C@@H](O)[C@@H]7O)C6O[C@@H]6OC(CO)C(O)C(O)C6O)[C@@](C)(CO)[C@@H]5CC[C@]4(C)[C@]3(C)CC(O)[C@@]12CO (some centres undefined)	-0.3	·	1	-3	-2	-11	0	-2	9	0.3
34	Cc1ccccc1NCC(=O)N/N=C/c1ccc([N+](=O)[O-])cc1	0.7	1.6	2	28	-1	6	-2	-3	-30	-0.3
35	Cc1ccc(S(=O)(=O)N2CCCC(c3nc4c(nnn4Cc4ccc5c(c4)OCCO5)c(=O)[nH]3)C2)cc1 (centres undefined)	4.4	0.0	-5	-9	0	-1	1	-5	5	-0.2
36	CC1=Nc2ccccc2/C1=C/c1sc(=O)n(CC(=O)N2CCCC2)c1O	2.0	1.0	-10	1	-2	-7	-1	-8	-19	-1.0
37	CC1Cc2cc(/C(O)=C3/C(=O)C(=O)N(CCN4CCOCC4)C3c3cccc(O)c3)ccc2O1 (centres undefined)	-0.6	0.0	-2	5	0	-12	0	-8	-1	0.2
38	Cc1ccc(NC(=O)c2cc(-c3ccco3)on2)cc1C	0.1	-0.6	-4	-4	0	-26	-1	-4	-1	0.4
39	NC(=S)NN=C1CCCCC12CCCC2	-0.7	0.7	1	6	1	1	-1	-8	-1	-0.2
40	COc1ccc(N2C(=O)c3ccccc3C2=O)cc1	-0.5	0.2	10	-6	-11	2	-2	4	-22	-0.9
41	COc1ccc(/C(O)=C2\C(=O)C(=O)N(Cc3ccco3)C2c2cc(OC)ccc2OC)cc1 (centres undefined)	9.0	2.4	-3	-7	-3	1	2	-9	-2	-0.8
42	O=S(=O)(c1ccc2[nH]ccc2c1)N1CCCCCC1	0.3	1.6	-3	4	-1	0	-3	-8	3	-0.1
43	O=C(Nc1cccc(Cl)c1Cl)c1ccncc1	-1.6	0.0	0	7	-2	-2	-5	-2	0	-0.2
44	Nc1nc2c(ncn2[C@@H]2O[C@H](CNC(=O)[C@H](N)C3CCCCC3)[C@@H](O)[C@H]2O)c(=O)[nH]1	-2.5	1.5	1	-8	-1	12	-2	·	0	-0.8
45	CCCCCCCCC/C(=N\O)c1ccccn1	2.9	1.0	0	0	-10	0	-1	0	-2	-2.7
46	O=C(NCCc1ccccc1F)C(=O)Nc1nccs1	-2.6	1.6	2	5	-10	6	-1	8	-5	-0.9
47	Cc1ccc2c(c1)N=C(c1ccc(F)cc1)CO2	0.8	-0.3	-2	-9	-7	-8	-3	-7	-2	-2.0
48	COC(=O)C1=NN(c2ccccc2)C2(S1)S/C(=C\c1ccccc1)C(=O)N2c1ccccc1 (centres undefined)	1.1	1.0	-2	-6	-1	16	-2	-12	-1	-1.5
49	CC(Sc1ccc2ccccc2n1)C(=O)O (centres undefined)	0.4	2.2&1.4	2	0	-10	10	1	6	6	-2.9
50	O=C1CC(c2cccc([N+](=O)[O-])c2)c2ccc3ccccc3c2N1 (centres undefined)	1.4	0.1	-7	-3	-3	-2	4	-10	-19	-1.1
51	O=C(CSc1n[nH]c(=O)[nH]c1=O)Nc1ccc(C(=O)O)cc1	0.2	0.9	0	-9	-1	3	-3	-8	0	-0.8
52	Cc1ccc(C(=O)COC(=O)CCN2C(=O)C3C4CC(C(Br)C4Br)C3C2=O)cc1 (centres undefined)	0.2	-0.4	-4	3	-3	-4	0	-7	-2	-0.6
53	O=C(CSc1nccc(-c2cccs2)n1)Nc1ccc(F)c(Cl)c1	0.8	-0.3	-3	2	-6	-3	-5	-15	1	-1.0
54	COc1ccccc1Oc1ccc2c(c1)C(=O)N(CC(=O)O)C2=O	-0.1	·	0	-2	-5	-3	-3	4	-8	-0.2
55	Cc1ccc(NC(=O)Nc2cccc(C)n2)cc1	1.8	0.5	3	10	-3	-8	0	-4	0	-0.7
56	Cc1ccc(CNC(=O)NCc2ccccc2)cc1	-0.3	-0.3	-1	-2	-3	3	-5	-3	3	-0.1
57	O=C(Cc1cccc([N+](=O)[O-])c1)Nc1ccc(C(=O)N2CCCCC2)cc1	-0.3	-1.2	5	3	-5	7	-2	-8	-10	-0.3
58	O=C(Nc1cccc(C(F)(F)F)c1)C(=O)N1CCCCC1	0.3	-0.1	-1	-3	-7	-5	1	7	-2	-0.9
59	O=C(CN1C(=O)c2ccccc2C1=O)Nc1nnc(C2CCCO2)s1 (centres undefined)	-1.2	·	5	-3	-14	-5	-3	-2	4	-2.3
